# From PubChem BioAssay
# POLB inh – blocks human DNA polymerase beta activity | P06746 | Pol beta primer extension/strand displacement, fluorescence kinetic | Potency, µM (doses to about 114 µM), for inactives: at the highest dose activity change, negative = inhibition, most hits filed as inhibitors | 340,000 tested, 1.3% active; note: potency is the fitted concentration of half-maximal effect; % is set by controls: 0 for no effect and ±100 for the full control effect
#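 Pol beta (10 nM) was preincubated with compound for 15 min at room temperature. The reaction was then started with 50 nM substrate and read immediately and after a further 10 min at room temperature.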
# RXFP1 antag – antagonists of human relaxin receptor RXFP1; HEK293-RXFP1, relaxin-stimulated cAMP HTRF, 30 min; hits give low values; activity change, negative = inhibition, % at 57.5 µM; 350,000 tested, 0.59% active; AID 1259400;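 active = activity change of -60% or lower, but not beyond a set lower limit; inconclusive = change between -60% and -40%, or beyond the set limit; inactive = change above -40%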; note: % is set by controls: 0 for no effect and ±100 for the full control effect
# Pol iota inh – blocks human DNA polymerase iota activity | AID 588590 | 390,000 tested, 1% active | Pol iota fluorescent replication assay, 10 min | Potency, µM (top dose mostly 115 µM), inactives show at the top dose activity, negative = inhibition, hits mostly inhibitors; note: potency is the fitted concentration of half-maximal effect
# Target sequence (Q9UNA4 whole entry, looked up): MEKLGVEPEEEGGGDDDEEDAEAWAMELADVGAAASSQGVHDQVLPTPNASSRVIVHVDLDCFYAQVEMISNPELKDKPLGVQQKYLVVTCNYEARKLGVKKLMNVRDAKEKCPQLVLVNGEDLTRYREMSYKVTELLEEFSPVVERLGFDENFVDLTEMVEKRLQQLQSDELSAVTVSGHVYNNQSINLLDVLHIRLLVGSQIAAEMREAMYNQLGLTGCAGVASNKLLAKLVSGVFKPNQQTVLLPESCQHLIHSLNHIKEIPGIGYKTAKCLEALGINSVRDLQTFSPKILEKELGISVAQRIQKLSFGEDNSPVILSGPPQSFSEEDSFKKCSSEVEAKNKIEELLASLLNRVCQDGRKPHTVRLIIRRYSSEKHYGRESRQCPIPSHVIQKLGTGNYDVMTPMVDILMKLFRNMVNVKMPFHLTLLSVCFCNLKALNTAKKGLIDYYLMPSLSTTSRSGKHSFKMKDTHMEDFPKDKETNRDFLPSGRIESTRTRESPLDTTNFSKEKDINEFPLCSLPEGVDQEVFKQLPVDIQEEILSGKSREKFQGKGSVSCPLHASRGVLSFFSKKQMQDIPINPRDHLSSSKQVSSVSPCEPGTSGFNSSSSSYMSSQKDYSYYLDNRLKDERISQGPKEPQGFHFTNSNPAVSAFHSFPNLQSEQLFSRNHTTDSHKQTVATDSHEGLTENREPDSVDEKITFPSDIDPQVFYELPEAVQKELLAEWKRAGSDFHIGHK
#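 Pol iota at 10 nM preincubated 15 min with compounds at room temperature; reaction started with fluorescent substrate, 50 nM final. Fluorescence read kinetically at 0 and 10 min; buffer-only wells as negative control.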
# Pol kappa inh – blocks human DNA polymerase kappa activity | AID 588579 | Potency, µM (series often up to 107 µM), for inactives: top-dose activity, negative = inhibition, hits mostly inhibitors | purified Pol kappa, fluorescent DNA synthesis assay, 10 min | Q9UBT6 | 400,000 tested, 0.53% active; note: potency is the fitted concentration of half-maximal effect; % is set by controls: 0 for no effect and ±100 for the full control effect
#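 Activity was followed as the change in fluorescence between reads at 0 and 10 min after starting the reaction with 50 nM substrate. Beforehand, 10 nM polymerase had been preincubated with compound for 15 min at room temperature.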
# PGK inhibitor – T. brucei PGK inhibition; PGK/GAPDH coupled, Kinase-Glo luminescence, 60 min; P07378; 380,000 tested, 0.043% active; Potency, µM (series often up to 57.5 µM), for inactives: at the top dose activity change, negative = inhibition, usual class: inhibitors; AID 602233; note: potency is the fitted concentration of half-maximal effect; % is set by controls: 0 for no effect and ±100 for the full control effect; nearly all actives have a fitted effect of over 60% in size
#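 Recombinant glycosomal PGK reaction used 1,3-bisphosphoglycerate generated in-well by GAPDH (100nM final) in 100mM TEA pH 7.6, 5mM MgCl2, 0.01% Tween-20. After 60 minutes at room temperature, ATP was read by Kinase-Glo Plus luminescence end-point.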
# APEX1 inh – inhibitors of human APE1 endonuclease; P27695; recombinant APE1, TAMRA/BHQ-2 abasic DNA cleavage fluorescence; 350,000 tested, 0.35% active; Potency, µM (doses to about 65.8 µM), without a hit: top-dose activity change, negative = inhibition, most hits filed as inhibitors;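 note: potency is the fitted concentration of half-maximal effect; plate controls were vehicle for no effect and reference inhibitor for full effect; nearly all actives have a fitted effect of over 55% in size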
#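 Readout is kinetic fluorescence (ex 525, em 598 nm) from cleavage of 50 nM TAMRA/BHQ-2 THF abasic duplex by 0.75 nM APE1, compound added 15 min beforehand at RT.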
# Pol eta inh – DNA polymerase eta (human) inhibition. recombinant Pol eta, fluorescent DNA replication assay. 390,000 tested, 1.2% active. Potency, µM (series often up to 114 µM), inactives show at the highest dose activity change, negative = inhibition, hits mostly inhibitors. Q9Y253; note: potency is the fitted concentration of half-maximal effect; % is set by controls: 0 for no effect and ±100 for the full control effect
#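 Fluorescent replication assay: 50 nM final substrate added after a 15 min room-temperature compound preincubation with 10 nM enzyme. Signal taken at 0 min and again at 10 min.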
# Anesthetic bind – candidate novel general anesthetic via apoferritin binding. 350,000 tested, 0.074% active. apoferritin/1-aminoanthracene competitive binding, fluorescence. Potency, µM (series often up to 77.5 µM), for the others: at the top dose activity change, negative = displacement, usual class: inhibitors. P02791. AID 485281; note: potency is the fitted concentration of half-maximal effect; % is set by controls: 0 for no effect and ±100 for the full control effect; nearly all actives have a fitted effect of over 20% in size
# Target sequence (P02791 2-175 limits assumed): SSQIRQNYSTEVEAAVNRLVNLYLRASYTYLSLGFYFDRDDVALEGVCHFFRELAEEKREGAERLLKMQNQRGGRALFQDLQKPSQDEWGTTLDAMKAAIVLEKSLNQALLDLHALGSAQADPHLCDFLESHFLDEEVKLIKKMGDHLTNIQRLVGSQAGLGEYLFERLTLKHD
#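 In PBS, apoferritin at 10 uM is loaded with 1-AMA from a 50% saturated solution. After 10 min of compound exposure at ambient temperature, reduced 535 nm fluorescence indicates probe displacement.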
# BLM inh – blocks DNA unwinding by human BLM helicase; 350,000 tested, 0.2% active; AID 2528; P54132; Potency, µM (highest dose often 56.1 µM), inactives show at the highest dose activity change, negative = inhibition, most hits filed as inhibitors; recombinant BLM DNA unwinding, fluorescence dequenching;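 note: potency is the fitted concentration of half-maximal effect; plate controls were vehicle for no effect and no enzyme for full effect; nearly all actives have a fitted effect of over 35% in size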
# Active calls of the source: *; i = inactive; ? = inconclusive; . = not tested or not shown; & = joins results of further samples; [ ] = dose if it differs, or a comment. Unless noted, calls come from the whole dose curve; as a rule, active = well fitted curve in the direction sought with a large enough effect; inconclusive = small, poorly fitted or top-dose-only effect, or another doubt; inactive = no such curve, though single readings can be large; an effect the other way counts as inactive or inconclusive. A portion of the library (hit frequency here may not be typical).
POLB inh,PGK inhibitor,Pol iota inh,APEX1 inh,Anesthetic bind,Pol eta inh,BLM inh,Pol kappa inh,RXFP1 antag,SMILES
0%,-3%,111%[activator],36%,-13%,7%,0%,-4%,.,Cc1cccc(NC(=O)Cn2c(=O)oc3cc(S(=O)(=O)N4CCCC4)ccc32)n1
32%,-3%,?,-2%,3%,-19%,-4%,-22%,-9,O=C(CNC(=O)c1ccc(Br)cc1)NCC(=O)OCc1ccc(Cl)cc1
8%,-2%,7%,12%,?,?,-4%,-7%,-3,COc1cccc(-n2c(SCC(=O)NCCC3=CCCCC3)nc3n[nH]c(C)c3c2=N)c1
40µM*,?,-27%,0.89µM*,80%[activator],?,6.3µM*,4.5µM*,-36,O=c1cc2oc3cc(O)c(O)cc3c(-c3ccccc3O)c-2cc1O
10%,2%,20%,2%,-17%,-21%,0%,0%,-7,CCCCOc1ccc(CSc2nncn2N)cc1
16%,-6%,31%,4%,-11%,-21%,-8%,1%,-3,Cc1ccc(N(C)C(=O)c2cnn(-c3ccccc3)c2C)c(C)c1
4%,-6%,16%,-10%,-21%,-8%,3%,-10%,-9,CCCOC(=O)CCCCCCCCC(O)CN1CCCCC1 (stereo not drawn)
-5%,0%,17%,2%,-6%,-12%,-2%,-18%,-18,CC(C)(C)c1ccc(OC(=O)CN2C(=O)C3C4CCC(C4)C3C2=O)cc1 (stereo not drawn)
.,.,.,-9%,6%,.,0%,4%[60.1 µM],.,CC(=O)c1ccc(Nc2c3ccccc3cc3occc23)cc1
5%,-3%,24%,-3%,-8%,-5%,2%,8%,-12,Cc1[nH]c2ccccc2c1CCC(N)=O
25%,-9%,43%,1%,-3%,1%,0%,-4%,-8,COCCNC(=O)c1c(C)cc(C)cc1C
23%,i,3%,-8%,1%,-14%,-6%,2%,-12,Cc1ccc(N2CC(C(=O)N/N=C/c3sccc3C)CC2=O)cc1 (stereo not drawn)
34%,-7%,25%,-2%,-8%,-16%,-1%,-10%,0,COc1ccccc1N1CCN(Cc2ccco2)CC1
17%,-4%,4%,6%,-5%,-12%,-2%,-1%,5,CCOc1nnc(C)c2c(C)n(-c3ccc(Cl)cc3)nc12
42%,-3%,-8%,-3%,-5%,-8%,2%,5%,-21,S=c1[nH]nc(-c2ccncc2)n1CC1CCCO1 (stereo not drawn)
3%,-2%,13%,4%,-15%,-7%,-9%,-1%,-5,CCNC(=O)N1CCNC(=O)C1CC(=O)Nc1ccc(C(=O)OCC)cc1 (stereo not drawn)
20%,0%,-6%,-4%,-19%,?,-5%,-17%,-18,Cc1nn(Cc2c(Cl)cccc2Cl)c(C)c1C(=O)NCc1ccc(C)n1C
4%,i,30%,77%[activator],-5%,-7%,-13%,19%,-5,Cn1cc(Br)c(C(=O)N/N=C/c2cc3ccccc3nc2Cl)n1
?,-4%,-12%,-3%,-19%,-9%,-6%,2%,-8,O=C(N/N=C/c1ccccn1)c1cc(-c2ccccc2)nc2ccccc12
-2%,-11%,1%,22%,?,-3%,1%,-26%,-2,Cc1ccnc(NC(=O)c2ccc(Br)s2)c1
-1%,0%,5%,-5%,?,-14%,1%,2%,1,O=C1CC(c2ccc(F)cc2)CC(O)=C1C=NCCN1CCN(C(=O)Nc2ccccc2)CC1 (stereo not drawn)
0%,0%,4%,1%,-1%,1%,1%,-11%,2,O=C(Nc1sc2c(c1C(=O)O)CCC2)c1ccco1
.,-6%,?,4%,.,-13%,.,-11%,5,Nn1c(SCC(=O)NCCc2ccc(F)cc2)nnc1C1CCCCC1
11%,-5%,11%,-22%,-4%,2%,-4%,3%,.,COc1cc(C(C)=O)ccc1Oc1cc(NN2CCCCC2)c([N+](=O)[O-])cc1[N+](=O)[O-]
-9%,2%,153%[activator],15%,-7%,-24%,-1%,-5%,-8,CC(C)C(=O)n1nc(-c2cccnc2)nc1NCc1ccc(F)cc1
-1%,17%,8%,14%,-10%,-7%,0%,4%,-15,COc1cccc(-c2nnc3sc(-c4cccs4)nn23)c1
10%,-2%,10%,11%,-4%,-5%,-2%,-8%,0,COc1cc(NC(=O)CSCC(=O)Nc2cc(OC)cc(OC)c2)cc(OC)c1
5%,-4%,-5%,1%,-6%,0%,1%,-12%,1,CCOC(=O)/C=C/S(=O)(=O)c1ccc(NC(C)=O)cc1
.,-1%,50%[activator],.,.,-23%,.,-11%,-12,COC(=O)C=CC(=NNc1ccccc1)c1ccccc1
28%,-2%,32%[activator],37%[activator],-8%,-18%,-2%,4%,-6,CC1CCN(C(=O)c2ccc(Br)c(S(=O)(=O)N3CCOCC3)c2)CC1
-24%,-2%,0%,-3%,-8%,2%,-2%,-5%,4,CCOC(=O)C1(Cc2ccccc2C(F)(F)F)CCN(C(C)COC)CC1 (stereo not drawn)
.,6%,24%,-1%,.,-4%,.,-10%,-6,CC(=O)NCc1ccc(S(=O)(=O)N2CCN(S(=O)(=O)c3ccc4ccccc4c3)CC2)cc1
-19%,-2%,13%,11%,-20%,-10%,-6%,5%,5,Cc1ccc(Cl)cc1N1CCN(C(=O)CCCn2c(=O)c3cccn3c3cccnc32)CC1
7%,8%,3%,.,13%,-15%,-6%,-17%[60.1 µM],.,CCc1ccccc1N1C(=O)N(Cc2ccc(C#N)cc2)c2ccccc2S1(=O)=O
-18%,-11%,19%,-1%,-7%,-17%,-6%,4%,-6,Cc1ccc(NC(=O)NN(C)c2c(Cl)c(Cl)nn2C)cc1
-6%,-8%,1%,.,-5%,-19%,-6%,-1%[60.1 µM],0,CCc1cnc2c(c1SCc1ccccc1C)c(=O)n(C)c(=O)n2C
?,-6%,34%[activator],-4%,-5%,?,-1%,-23%,-1,COc1ccc(N2CCOCC2)c(NC(=O)c2cccc3ccccc23)c1
3%,-5%,-11%,1%,7%,-3%,0%,-11%,10,Cc1cccc(NC(=O)c2ccc(-n3ccnc3)nc2)c1
-15%,-7%,10%,-5%,-14%,-2%,-1%,-19%,-13,Cc1cc(Br)ccc1NC(=O)CCSc1ccccc1
-7%,-6%,-17%,-6%,?,-12%,-1%,-5%,-6,Cc1cc(=O)oc(C)c1C(=O)OCC(=O)c1ccc(Cl)cc1
17%,-5%,31%[activator],-5%,-3%,-14%,1%,1%,-14,Cc1cccc(N2CCN(C(=O)CCc3nc4ccccc4[nH]3)CC2C)c1 (stereo not drawn)
0%,1%,39%[activator],-10%,-1%,-14%,0%,-16%,12,CS(=O)(=O)N(CC(=O)N1CCOCC1)c1ccccc1
.,3%,44%[activator],14%,.,1%,.,-10%,-4,O=C(CCS(=O)(=O)c1ccc(Cl)cc1)Nc1nnc(-c2ccco2)o1
3%,.,-23%,17%,-15%,?,-5%,5%,15,CCOc1cc(/C=C2\NC(=S)N(C)C2=O)ccc1OCc1ccc(C(=O)O)cc1
54%,-7%,7%,5%,-9%,-4%,0%,-5%,-1,O=C(c1ccccc1[N+](=O)[O-])N1CCc2ccccc2C1
1%,-8%,36%[activator],6%,5%,-10%,0%,1%,6,O=c1[nH]c2ccc(NC(=S)NCc3ccccc3)cc2[nH]1
5%&2%,-10%,-12%,-11%&1%,0%&6%,-13%,-9%&-1%,-1%,1,S=c1[nH]c2cc3ccccc3cc2[nH]1
18%,-9%,12%,42%,-10%,-10%,0%,6%,-17,COc1ccc(NC(=O)CCN2C(=O)c3cccc([N+](=O)[O-])c3C2=O)cc1
.,0%,-3%,.,.,-4%,.,-12%,.,F[B-](F)(F)c1cncc2ccccc12
29%,-9%,-11%,18%,5%,-14%,-1%,-1%,9,Cc1cc(=O)oc(C)c1C(=O)Nc1ccc(F)cc1
25%,-2%,7%,-1%,?,-11%,-1%,6%,-6,CN1C(=O)CS(=O)c2ccc(C(=O)NCCC3=CCCCC3)cc21 (stereo not drawn)
